GC-B act – GC-B (human) receptor activation. HEK293-GC-B cells, CNP EC30, cGMP TR-FRET; 0% at EC30 CNP, 100% saturating CNP. actives 0.11% (n = 370,000). activation, % at 10 µM. AID 1920062;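 active = activation at 10 µM reaching about 35% in either raw or pattern-adjusted values, limit read from the data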
sPLA2-III inh – Blocks human group III sPLA2 activity; Q9NZ20; QFRET BODIPY PC-A2 liposome hydrolysis, fluorescence; inhibition, % at 12.2 µM; actives 0.56% (n = 370,000);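 active = inhibition above mean plus 3 SD of compounds lying within the high and low control bounds, cut at about 19% in these data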;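 also: 0% = median of test compound wells and 100% = no enzyme DMSO wells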
Tn6 DDE FP – disrupts Tn6 cyclic peptide binding to fibrin D-Dimer-E complex. AID 720509. inhibition, % at 8.3 µM. P02675. actives 0.21% (n = 370,000). Fibrin DD(E) TRITC-Tn6 fluorescence polarization displacement;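 active = inhibition above a per-campaign cutoff: mean of compounds within control limits plus 3 SD, cut at about 15% in these data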;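 also: 0% = median of all compound wells on the plate and 100% = blocking peptide control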
rCAG binder – binds r(CAG) RNA repeats. actives 1.3% (n = 370,000). inhibition, % at 3 µM. r(CAG) RNA repeat, TO-PRO-1 dye displacement fluorescence;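 active = inhibition above the plate cutoff, the mean of all test compounds on that plate plus 3 SD, cut at about 35% in these data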;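 also: 0% = DMSO alone and 100% = 100 µM mitoxantrone as full dye displacement; higher means more dye released from RNA so lower well fluorescence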
NPR1 activator – GC-A (human) enzyme activation; P16066; HEK293 GC-A cells, cGMP TR-FRET, EC30 ANP; 0% at EC30 ANP, 100% saturating ANP; activation, % at 10 µM; actives 0.14% (n = 370,000); in the data active = activation above about 40%
Target sequence (P16066 whole entry, looked up): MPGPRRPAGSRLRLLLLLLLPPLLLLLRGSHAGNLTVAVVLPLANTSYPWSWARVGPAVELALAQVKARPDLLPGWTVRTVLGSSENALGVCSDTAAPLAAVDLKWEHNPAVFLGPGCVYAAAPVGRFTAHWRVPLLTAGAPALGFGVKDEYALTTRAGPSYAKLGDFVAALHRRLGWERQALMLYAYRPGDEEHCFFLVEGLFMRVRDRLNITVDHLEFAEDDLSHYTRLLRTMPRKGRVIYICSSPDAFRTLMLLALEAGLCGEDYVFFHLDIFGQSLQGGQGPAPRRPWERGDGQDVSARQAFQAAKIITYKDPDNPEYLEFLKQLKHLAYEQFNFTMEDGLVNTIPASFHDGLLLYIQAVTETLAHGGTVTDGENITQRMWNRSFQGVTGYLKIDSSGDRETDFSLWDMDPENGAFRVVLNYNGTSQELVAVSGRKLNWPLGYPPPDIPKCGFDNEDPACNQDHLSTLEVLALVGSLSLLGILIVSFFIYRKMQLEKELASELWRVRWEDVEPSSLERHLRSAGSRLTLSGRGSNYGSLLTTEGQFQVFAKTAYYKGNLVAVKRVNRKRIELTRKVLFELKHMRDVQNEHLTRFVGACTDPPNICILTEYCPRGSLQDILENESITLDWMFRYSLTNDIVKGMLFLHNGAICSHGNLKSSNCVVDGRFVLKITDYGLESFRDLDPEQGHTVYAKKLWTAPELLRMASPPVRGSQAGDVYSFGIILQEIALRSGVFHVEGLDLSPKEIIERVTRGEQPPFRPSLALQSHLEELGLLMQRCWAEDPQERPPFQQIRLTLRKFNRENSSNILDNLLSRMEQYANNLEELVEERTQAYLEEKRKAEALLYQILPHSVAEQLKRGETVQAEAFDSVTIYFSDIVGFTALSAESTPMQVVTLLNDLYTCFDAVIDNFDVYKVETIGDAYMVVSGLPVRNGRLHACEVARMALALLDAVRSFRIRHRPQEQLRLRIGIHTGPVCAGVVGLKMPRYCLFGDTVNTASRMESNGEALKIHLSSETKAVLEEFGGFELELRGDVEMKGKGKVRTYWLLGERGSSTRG
ARFGAP1 inhibitor – inhibits rat ARF GTPase activating protein 1; actives 0.26% (n = 360,000); Arfgap1-stimulated ARF1 GTP hydrolysis, GDP FP detection; inhibition, % at 16.5 µM; Q62848;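 active = inhibition above a per-plate limit, mean inhibition of low control wells plus 3 SD, cut at about 25% in these data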;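 also: 0% = DMSO wells with enzyme and 100% = wells lacking Arfgap1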
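Material – truncated rat Arfgap1 GAP domain · Buffer or medium – HEPES-based buffer, pH 7.5 · Reagent – human ARF1(Δ1-17)-GTP substrate · Dosing – 16.5 µM single point, 1.26% DMSO · Schedule – GTP hydrolysis reaction 2 h at 25 °C · Technique – GDP detection by fluorescence polarization · Benchmarks – No-Arfgap1 wells (100%) versus DMSO full-reaction wells (0%) · Repeats – single replicate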
FXN GAA850 act – activators of GAA850 frataxin (FXN) promoter; HEK293 lucGAA850 FXN promoter luciferase reporter, 24 h; percent of 10 µM SAHA response; activation, % at 6 µM; actives 0.56% (n = 360,000);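 active = activation above the average of all compounds screened plus 3 SD, cutoff fixed separately per campaign, cut at about 7.5% in these data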;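 also: 0% = DMSO wells and 100% = 10 µM SAHA wells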
proKLK7 act – proKLK7 (human) activation, primary screen; P49862; purified proKLK7, EDANS-DABCYL substrate fluorescence; 100% is mature enzyme control, 0% vehicle; activation, % at 7 µM; actives 0.9% (n = 370,000);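 active = activation above the mean of all tested compounds plus 3 SD, computed per campaign excluding outliers beyond control limits, cut at about 13% in these data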
ADAM10 inh – inhibitors of human ADAM10; O14672; recombinant ADAM10, EDANS/DABCYL FRET peptide cleavage, 3 h; inhibition, % at 7 µM; actives 0.62% (n = 370,000); AID 720582;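 active = inhibition above a per-campaign cutoff equal to the mean of compounds falling between control-based bounds plus 3 SD, cut at about 20% in these data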;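 also: 0% = DMSO wells while the 100% control is not disclosed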
ASAP1 inh – inhibitors of human ASAP1 ArfGAP activity; ASAP1-stimulated ARF1 GTP hydrolysis, GDP FP detection; inhibition, % at 16.5 µM; actives 0.19% (n = 360,000); in the data active = inhibition above about 25%;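 also: 0% = vehicle with enzyme and substrate and 100% = no enzyme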
An asterisk follows results filed as active; i = inactive; x = no result given; & = joins results of further samples.

SMILES	GC-B act	sPLA2-III inh	Tn6 DDE FP	rCAG binder	NPR1 activator	ARFGAP1 inhibitor	FXN GAA850 act	proKLK7 act	ADAM10 inh	ASAP1 inh
O=C(Nc1ccc(Br)cc1)OCCN1CCCC12CCC(c1ccccc1)CC2 (stereo not drawn)	-9	-8	7	x	-12	x	x	x	4	x
CCCCCN(C(=O)CCC(=O)OCC(=O)N1CCCC(C)C1)c1c(N)n(CCCC)c(=O)[nH]c1=O (stereo not drawn)	6	3	7	-10	1	-4	2.1	-0.5	-2	-14
Cc1cc(C)c2c(=O)[nH]c(=O)n(Cc3ccccc3)c2n1	3	5	-4	2	4	-1	0.2	0.2	-8	2
O=C(Nc1scc(-c2ccccc2)c1C(=O)O)c1ccccc1F	-3	-11	-4	20	0	21	2.2	0.9	8	7
Cc1nn(-c2ccccc2C(=O)O)c(=O)c2ccccc12	3	12	-5	2	1	8	1.4	-0.5	-6	8
COc1ccc(S(=O)(=O)Nc2ccc3oc4ncccc4c(=O)c3c2)cc1OC	-3	6	-3	0	1	-1	0.9	-0.4	-3	1
CCc1cc2c3c(c(=O)oc2cc1OC(C)C(=O)O)CCCC3 (stereo not drawn)	1	-3	-4	20	1	-8	1.3	4.7	i	3
CC(=O)N1c2ccc(S(=O)(=O)N3CCC(C(=O)N4CCCC(C)C4)CC3)cc2CC1C (stereo not drawn)	1	7	7	-6	0	-5	-1.9	-0.3	7	0
CCc1nnc(NC(=O)CSc2nnc(CNC(=O)c3cc(OC)c(OC)c(OC)c3)o2)s1	2	-3	6	2	1	-5	1.2	0.1	2	8
COc1ccc(C)cc1NC(=O)CSc1nnnn1Cc1ccccc1	-4	-5	-5	-1	-7	2	-0.5	-0.3	7	4
CCOC(=O)CCNCc1ccc(OC)c(OC)c1	-1	4	4	-4	1	4	0.4	0.2	2	-2
O=C1CN(c2ccccc2)C(=S)N1C(=O)c1ccccc1	-1	12	-3	6	8	-5	4.3	-0.1	-3	-17
O=C(Nc1ccc(F)cc1)C1CCCN(S(=O)(=O)c2cccc3cccnc23)C1 (stereo not drawn)	0	-6	5	-2	-4	3	-3.0	-0.4	-5	3
CC(C)(C)N1CC2(c3ccccc3)CN(C(C)(C)C)CC(c3ccccc3)(C1)C2=O	-1	1	11	-2	-4	6	-1.5	-0.4	3	-3
O=C(C1=C[C@@H](C2CC2)C[C@@H](OCCCCO)O1)N1CCOCC1	3	6	4	3	-1	-2	0.2	-0.2	8	7
CN(CCCNC(=O)c1cccn2c(=O)c3ccccc3nc12)Cc1ccccc1	-7	-5	-7	4	4	1	0.9	2.4	-77	-4
Cc1ccc(SCCN2CCC(C)CCC2=O)cc1 (stereo not drawn)	-4	5	-7	-3	0	-7	1.9	0.0	5	7
COC(=O)c1ccc2c(=O)[nH]c(COC(=O)c3c(-c4ccccc4)noc3C)nc2c1	-4	-5	1	4	-7	0	0.4	-0.9	-8	-2
CN(C)CCCNC(=O)/C(=C\c1ccc(-c2ccc(Br)cc2)o1)NC(=O)c1ccccc1	1	-11	-3	11	0	6	3.5	-1.1	-48	0
COc1cccc(C(=O)c2c[nH]c(C(=O)NCc3cccnc3)c2)c1	-13	4	1	-2	-35	-5	-0.9	1.0	1	-15
COc1ccc(CN(C)CC(=O)Nc2ccccc2C(=O)NC2CC2)cc1F	4	2	8	-2	1	8	1.0	0.1	-11	-5
CCC(C)(C(=O)NC1CCCCC1)N(CC1CCCO1)C(=O)c1ccccn1 (stereo not drawn)	-2	-4	0	-7	-1	0	-2.0	0.6	-5	14
CC(C)c1ccccc1OCC(=O)NCC(c1cccs1)N1CCOCC1 (stereo not drawn)	-2	-1	-6	-10	-5	-6	1.3	-0.3	2	9
O=C(CSc1ccc2nnc(-c3cccnc3)n2n1)NCc1ccc2c(c1)OCO2	-2	-4	8	2	-3	-7	0.7	0.2	-4	12
COc1ccccc1N1CCN(C2=CC(=O)CCC2)CC1	0	4	1	-1	1	-6	1.0	0.3	-5	4
O=C(Nc1cccc2ccccc12)N1CC=C(c2ccccc2)CC1	-1	5	-1	2	-3	8	1.3	-16	-188	1
CCN(/N=C/c1cccs1)c1cc(=O)n(C)c(=O)[nH]1	-2	-3	-9	-2	4	-3	-2.0	-0.1	-17	-11
Cc1ccc(S(=O)(=O)NC(C(=O)Oc2cc3oc(=O)cc(C)c3cc2Cl)C(C)C)cc1 (stereo not drawn)	1	-5	-12	2	-2	6	0.8	104*	i	3
COC(=O)CN(c1nc(C)cc(OC)n1)S(=O)(=O)c1ccc(C)cc1	-9	1	1	-4	-14	-9	3.8	0.2	2	3
CCNS(=O)(=O)c1ccc(NC(=O)c2ccc(Cn3cc([N+](=O)[O-])cn3)o2)cc1	1	-10	0	-1	0	2	3.4	-0.3	6	-4
CC(C)C[C@H]1CN([C@@H](CC(C)C)CN2CCC[C@@H]2CN2C(=O)C(=O)NC[C@@H]2Cc2ccccc2)C(=O)C(=O)N1CCc1ccccc1	4	-6	1	1	3	-1	-3.0	-0.1	-4	11
CSC(=S)N(C)C1CCS(=O)(=O)C1 (stereo not drawn)	5	17	-1	-4	1	4	0.0	-0.2	-10	12
CCCCNc1c(-c2ccc(SC3CCCCC3)c(OC)c2)nc2ccc(C)cn12	15&0	5&1	3&1	4&5	21&9	7&-2	-0.8	-81&-53	i	9&-2
COc1ccccc1OCCOCCOc1ccc(C)cc1[N+](=O)[O-]	-12	-11	-5	-7	-1	-5	1.1	0.5	2	-4
CCC(=O)N1CCC1(C)C(=O)Nc1ncc(C)s1 (stereo not drawn)	0	-1	12	4	-2	-5	0.8	-0.1	-3	-9
CC(NC(=O)COC(=O)Cn1cc(C(F)(F)F)ccc1=O)c1ccccc1 (stereo not drawn)	1	20*	1	2	1	-9	-1.0	0.6	-20	-11
O=C(Nc1ccccc1)OCCNC1CCCCC1	-2	5	8	2	-1	-2	-1.2	-0.5	2	-11
Cc1ccc(CSc2ncccc2C(=O)O)cc1	-2	-2	-7	2	1	3	-2.0	-0.2	-10	1
Cc1onc(-c2ccccc2)c1C(=O)Nc1ccc2c(c1)OCO2	3	-5	1	-1	-1	6	-0.1	0.5	1	-4
CC(=O)Cc1c(C(=O)O)c(C)nn1-c1ccccc1	3	-1	-1	-1	-2	7	1.1	-0.2	-4	8
O=C(O)c1nn(CCOc2ccccc2F)c(=O)c2ccccc12	1	-3	-4	-1	-2	-2	0.3	-0.6	8	2
O=C(CSc1nnc(NC(=O)Cc2ccccc2)s1)NCc1ccco1	2	-1	-6	3	0	9	1.6	0.3	-1	2
COc1cc2c3c(c1OC)-c1cc4c(cc1CC3(C#N)N(C(=O)c1ccccc1)CC2)OCO4 (stereo not drawn)	5	8	8	7	-25	14	-2.1	-0.6	-4	7
CCc1ccccc1NC(=O)c1nnn(CC(=O)Nc2ccccc2C)c1N	4	-2	3	-3	4	5	1.7	-0.1	-4	5
O=S(=O)(NCC1CCCO1)c1ccc(S(=O)(=O)N(Cc2ccc(F)cc2)Cc2ccccn2)cc1 (stereo not drawn)	4	-5	-3	-1	0	16	0.0	0.6	1	13
CCC1=Nc2cc(C(=O)O)ccc2Sc2ccccc21	-1	2	3	10	1	2	-1.9	0.0	-19	4
Cn1c(NC(=O)c2ccco2)c(-c2ccccc2Cl)c(=O)c2ccccc21	7	0	0	1	1	-8	1.8	-0.6	-5	12
COc1ccc2oc(C(=O)Nc3ccc(C)cn3)c(C)c2c1	-18	-2	-12	4	0	4	0.8	-0.7	-8	-4
O=C(O)CSCC(=O)Nc1ccccc1	-5	4	2	-2	0	2	0.3	-0.5	4	0
O=C(CN1CCCCCCC1)N/N=C/c1ccc(F)cc1F	1	0	3	0	0	3	3.0	0.1	-3	17

New compounds follow
SMILES	GC-B act	sPLA2-III inh	Tn6 DDE FP	rCAG binder	NPR1 activator	ARFGAP1 inhibitor	FXN GAA850 act	proKLK7 act	ADAM10 inh	ASAP1 inh
CCN(/N=C/c1ccc(Cl)cc1)c1cc(=O)n(C)c(=O)[nH]1	7	5	4	-2	2	3	0.9	0.6	-14	-1
CCOC(=O)c1c(N)sc(C(C)=O)c1C	-1	10	-1	6	4	-2	1.6	0.4	10	-1
CCC(C)(C)n1nnnc1C(c1ccc(C)cc1)N(Cc1ccco1)Cc1cccs1 (stereo not drawn)	-16	-4	-2	8	-21	-1	8.3*	0.4	13	-4
Cc1nc2cc(C(=O)N3c4ccccc4CC3C)ccc2s1 (stereo not drawn)	2	3	1	-4	-4	-7	-3.0	0.3	0	8
CN1N=C(C(=O)N2CCCC(N3CCN(c4ccc(F)cc4)CC3)C2)CCC1=O (stereo not drawn)	1	11	0	-9	0	-4	0.2	-0.1	3	2
CC(C)(C)c1ccc(-n2ncc3c2CCCC3NC(=O)CCN2CCCCC2=O)cc1 (stereo not drawn)	5	-3	-6	-11	4	4	-1.3	0.0	-1	-18
CCc1nc2c(OCC(=O)c3ccc(F)cc3)cccn2c1N(C)C(=O)c1cccs1	2	-26	-2	5	-1	3	1.2	-0.1	-16	16
COc1ccc(C(=O)NNC(=O)C2CCCO2)cc1 (stereo not drawn)	7	-1	2	2	-1	-4	2.7	0.3	5	-2
COc1ccc2nc(SC(C(=O)c3ccccc3)c3ccccc3)nc(C)c2c1 (stereo not drawn)	-3	-10	-2	2	-4	-10	11*	-4.1	-4	8
COC(=O)CNc1nc(-c2ccncc2)nc2ccccc12	14	-1	8	-4	8	-3	-1.1	0.2	-5	11
CC(=O)n1cc(CO)c2ccccc21	0	-5	-10	-1	2	15	-0.2	0.7	-2	-16
C=CCNc1oc(-c2ccc(Cl)cc2)nc1C#N	0	7	2	1	1	-5	0.1	-0.1	-7	-9

Screens deposited in PubChem BioAssay by several laboratories.
